# Screening data: PubChem BioAssay, several laboratories
# APP 5'UTR act: activates APP 5'UTR luciferase reporter. SH-SY5Y APP 5'UTR luciferase reporter, luminescence; zero percent = DMSO vehicle wells. activation, % at 2 µM. 190,000 compounds, 1% hits. AID 1276;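 active means activation above a set limit, based on mean plus 3 SD of controls, cut at about 140% in these data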; further: values of inactives mirror those of a sister screen read the other way
# Hsp70 act: switches on Hsp70 transcription | AID 1203 | HeLa Hsp70 promoter luciferase reporter, luminescence; scaled: vehicle 0, proteasome-inhibitor control 100% | activation, % at 10 µM | 200,000 compounds, 0.04% hits;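 active means activation above the mean across all tested compounds plus 3 SD, cutoff set per campaign, cut at about 5.5% in these data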;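 further: 100% = MG132 at 30 µM as the positive control and 0% = DMSO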
# STAT3 blocker: inhibitors of IL-6 induced STAT3 signaling. U3A cells, IL-6 STAT3-luciferase reporter, luminescence; host cell line lacks STAT1. AID 862. inhibition, % at 5.5 µM. 190,000 compounds, 0.89% hits;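 active means inhibition above the mean inhibition across all screened compounds plus 3 SD, cut at about 44% in these data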;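 further: 0% = DMSO only wells and 100% = 100 µM nifuroxazide control wells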
# TLR4 MyD88 comp: blocks binding of human TLR4 to MyD88; AID 861; HeLa CL3-4 TLR4/MyD88 BLA complementation, FRET ratio; 200,000 compounds, 0.18% hits; inhibition, % at 8.4 µM; in the data active means inhibition above about 25%;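 further: 0% = vehicle and 100% = reference inhibitor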
# Target sequence (O00206 whole entry, looked up): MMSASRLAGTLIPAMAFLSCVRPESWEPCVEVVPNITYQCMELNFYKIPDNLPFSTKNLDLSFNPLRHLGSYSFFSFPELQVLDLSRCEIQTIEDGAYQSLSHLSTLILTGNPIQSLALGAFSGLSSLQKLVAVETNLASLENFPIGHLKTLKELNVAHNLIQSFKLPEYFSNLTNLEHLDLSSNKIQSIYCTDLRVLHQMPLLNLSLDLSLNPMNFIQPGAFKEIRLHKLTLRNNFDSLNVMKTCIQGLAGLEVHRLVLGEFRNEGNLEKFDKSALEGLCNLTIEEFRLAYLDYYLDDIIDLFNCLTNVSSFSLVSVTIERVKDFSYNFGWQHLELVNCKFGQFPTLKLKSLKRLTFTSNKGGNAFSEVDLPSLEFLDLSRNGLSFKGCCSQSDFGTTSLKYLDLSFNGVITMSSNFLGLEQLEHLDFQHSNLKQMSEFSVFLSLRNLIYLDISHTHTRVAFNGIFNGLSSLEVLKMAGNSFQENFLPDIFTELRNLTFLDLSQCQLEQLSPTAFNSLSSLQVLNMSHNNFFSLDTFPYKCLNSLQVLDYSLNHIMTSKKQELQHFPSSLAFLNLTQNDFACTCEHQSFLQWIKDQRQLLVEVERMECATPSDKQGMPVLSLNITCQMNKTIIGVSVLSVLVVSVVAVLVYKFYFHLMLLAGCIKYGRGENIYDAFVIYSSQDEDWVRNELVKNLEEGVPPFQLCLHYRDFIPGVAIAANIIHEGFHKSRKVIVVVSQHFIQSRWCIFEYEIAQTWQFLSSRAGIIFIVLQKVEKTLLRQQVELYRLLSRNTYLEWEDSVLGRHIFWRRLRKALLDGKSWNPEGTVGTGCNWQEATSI
# Target sequence (Q99836 whole entry, looked up): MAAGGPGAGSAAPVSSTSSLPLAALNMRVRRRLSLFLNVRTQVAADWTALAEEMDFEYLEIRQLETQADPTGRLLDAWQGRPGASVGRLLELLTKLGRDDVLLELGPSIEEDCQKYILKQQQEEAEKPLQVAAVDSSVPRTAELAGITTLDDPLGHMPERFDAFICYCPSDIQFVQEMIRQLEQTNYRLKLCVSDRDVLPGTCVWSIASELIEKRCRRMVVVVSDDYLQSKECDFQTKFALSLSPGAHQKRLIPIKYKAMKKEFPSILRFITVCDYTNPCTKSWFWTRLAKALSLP
# STAT1 act: activators of IFN-gamma induced STAT1 signaling; NIH 3T3 STAT1-luciferase reporter, luminescence; 100% = IFN-gamma alone, no compound; activation (% of control), % at 5.5 µM; 200,000 compounds, 2.6% hits; AID 932;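 active means activation above the screen-wide mean activation plus 3 SD, cut at about 130% in these data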;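 further: raw ratio to IFN-gamma control signal so 100% means no change and 0% no light; values of inactives mirror those of a sister screen read the other way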
# NF-kB neuron act: compounds increasing NF-kB expression in human neuronal cells. NF-kB reporter expression; hits give high values. fold change at 12.5 µM. 190,000 compounds, 1.6% hits. AID 1239; in the data active means fold change above about 3.3
# DTT redox prof: compounds producing H2O2 with reducing agent – biochemical, NIH compound library profiling, artefact control for MLSCN library redox annotation, primary screen | DTT-dependent redox cycling H2O2, phenol red/HRP absorbance; 100% = 100 µM peroxide control, 0% = buffer | activation, % at 10 µM | 200,000 compounds, 0.03% hits | AID 878;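 active means activation of at least 50% relative to the plate's high and low controls in the primary single-dose screen; inactive means activation below 50%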;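 further: compound incubated with DTT at 0.8 mM final as the reducing agent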
# Efa HMGR inh: blocks class II HMG-CoA reductase of Enterococcus faecalis. AID 1066. 190,000 compounds, 0.41% hits. inhibition, % at 10 µM. purified E. faecalis HMGR, NADPH absorbance 340 nm kinetic;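 active means inhibition above a set limit, the median over all tested compounds plus 3 SD, cut at about 9.5% in these data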;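 further: enzyme runs in reverse so mevalonate oxidation gives rising NADPH absorbance; 0% = complete reaction with DMSO and 100% = background rate lacking mevalonate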
# STAT3 activator: STAT3 signaling activation; AID 871; 190,000 compounds, 0.91% hits; U3A cells, IL-6 STAT3-luciferase reporter, luminescence; 100% = signal with IL-6 EC80 alone; activation (% of control), % at 5.6 µM;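 active means activation above the screen-wide mean of compound activation plus 3 SD, cut at about 130% in these data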;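 further: 0% = background luminescence of wells with medium and substrate only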
#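 Material: STAT1-lacking human U3A cells, STAT3 luciferase reporter | Benchmarks: IL-6-only wells as 100% reference | Probe or stimulus: IL-6 (33 ng/mL) | Timing: Compound 1 h, then IL-6 6 h at 37 °C | Detection: Luminescence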
# STAT1 inh: reduces IFN-gamma driven STAT1 reporter signal; NIH 3T3 STAT1-luciferase reporter, luminescence; inhibition, % at 5.5 µM; 200,000 compounds, 0.35% hits;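 active means inhibition above a set limit, the mean inhibition across all tested compounds plus 3 SD, cut at about 34% in these data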;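 further: 0% = IFN-gamma with DMSO and 100% = IFN-gamma with 300 µM nifuroxazide; values of inactives mirror those of a sister screen read the other way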
# The depositor's hits bear a star; . = not tested or not shown. Hits appear at their usual frequency; about 5.6% have a hit in one of these screens.
mol,STAT1 inh,STAT3 blocker,STAT1 act,STAT3 activator,DTT redox prof,Efa HMGR inh,Hsp70 act,APP 5'UTR act,TLR4 MyD88 comp,NF-kB neuron act
O=C(NCc1ccc2c(c1)OCO2)c1cc(-c2ccccc2)on1,5,0,96,103,2.1,4,-0.1,10,1,1.3
Cc1cccc(-n2cnc(C(=O)N3CCN(C)CC3)c2)n1,-16,9,113,102,-0.2,-3,-0.2,0,-5,1.2
Cc1cccc(C)c1NC(=O)CSc1nnc([C@@H]2CCCN2C(=O)OC(C)(C)C)o1,1,14,99,93,-0.9,-1,-0.2,-20,0,1.4
Cc1ccc(S(=O)(=O)N/N=C/c2cccc3c2OCCO3)cc1,9,-4,92,103,-0.7,2,-0.5,33,1,1
COc1cccc(C(=O)NC(=S)Nc2ccc3oc(=O)ccc3c2)c1,-8,-6,107,101,0.4,-3,-0.6,7,-2,0.98
O=c1[nH]c(=S)[nH]c(O)c1N=Nc1ccc(-c2ccccc2)cc1[N+](=O)[O-],-15,16,111,89,-0.4,3,-0.1,14,-6,1.1
O=C(c1ccc(COc2ccccc2Br)o1)N1CCN(c2ccccn2)CC1,1,10,99,95,1.8,-3,0.2,-1,-6,1.2
NCCCC[C@@H]1NC(=O)c2cc([N+](=O)[O-])cc(F)c2NCCCC[C@@H](C(N)=O)NC(=O)[C@H](CCC(N)=O)NC1=O,-6,-4,106,101,0.4,-2,-0.1,-4,3,1.1
COc1cc2cc(CN(Cc3cccnc3)C(=O)Nc3ccccc3F)c(=O)[nH]c2cc1OC,2,2,96,101,-0.1,1,-0.4,-8,4,0.94
COc1ccc(C2C(C(=O)N3CCCC3)c3cc(OC)c(OC)cc3C(=O)N2C)cc1OC (configuration not stated),-4,11,105,95,-2.3,-1,-0.1,-9,-11,1.1
Cc1cc(C)c(C#N)c(SCc2nnc(-c3ccccc3[N+](=O)[O-])o2)n1,-43,-3,140*,107,1.0,-6,-0.1,213*,0,3.2
Cc1ccc(CNC(=O)C(=O)NCCCn2ccnc2)cc1,1,-1,97,103,0.1,2,-0.1,-15,10,1.1
COc1ccc(CNC(=O)OCCN2CCN(S(=O)(=O)c3ccc(C)cc3)CCC2=O)cc1,0,-3,100,100,-0.6,0,-0.3,12,-4,0.99
Cc1ccc2c(c1)Oc1ccccc1C=C2C(=O)O,-11,6,109,98,-0.2,0,-0.1,4,2,1.3
CCc1nc(C)cn1S(=O)(=O)c1cc(Br)ccc1OC,0,1,100,103,1.4,-3,-0.3,-6,1,1.1
Cc1ccc2nc(C(F)(F)F)c(C#N)c(N)c2c1,2,3,96,101,0.4,-1,-0.1,2,5,0.79
COCCNC(=O)C(=O)Nc1cccc(Br)c1,-10,7,109,95,0.1,-5,-0.3,3,-8,1.7
C/C(N)=C(/C#N)C(=O)COC(=O)c1cccc2ccccc12,-15,-6,113,105,-0.2,-5,-0.3,16,-11,1.1
COc1ccc(CC(=O)NCCC(C)C)cc1S(=O)(=O)N1CCOCC1,0,-5,99,106,0.0,-1,-0.1,-17,-8,1.1
Cc1ccc(NC(=O)c2c(NC(=O)CCC(=O)O)sc3c2CCCCC3)cc1,-7,-7,105,110,0.0,3,-0.3,17,-1,1.4

# Continuation:
mol,STAT1 inh,STAT3 blocker,STAT1 act,STAT3 activator,DTT redox prof,Efa HMGR inh,Hsp70 act,APP 5'UTR act,TLR4 MyD88 comp,NF-kB neuron act
Cc1noc(C)c1CSc1ncnc2ccccc12,2,4,98,104,2.6,0,-0.2,20,8,1.4
CN(CC(=O)NC1CCCCC1)S(=O)(=O)c1ccc(Br)s1,-15,2,98,99,0.0,-2,-0.2,-3,-1,1
O=C(NC1CCCCC1)OCCN1CCN(Cc2ccccc2)CCC1=O,1,-4,99,101,-0.1,-2,-0.2,2,-13,1.1
CCCc1nc2oc3c(OCC)ncnc3c2c2c1COC(C)(C)C2,4,3,98,97,-0.2,-5,-0.1,1,-6,0.91
O=C(CNc1ccc2ccccc2c1)NNC1=NCCC1,-6,18,105,87,-0.6,-6,-0.6,2,4,1.1
CC1=C(C(=O)N2CCCCC2)C(c2cccs2)C2=C(CCCC2=O)N1 (configuration not stated),4,17,97,90,2.6,-1,0.0,2,2,1
CCC(C(=O)NC1CCCC1)N(Cc1ccc2c(c1)OCO2)C(=O)c1snc(C(N)=O)c1N (configuration not stated),5,0,96,108,4.2,-4,-0.3,3,1,0.58
Cc1ccc(NC(=O)CSc2nnc(CSc3nc(C)cc(C)n3)n2Cc2ccco2)c(C)c1,11,6,90,99,1.1,-2,-0.3,7,8,0.91
O=C(COc1ccccc1)NNc1nc2c(F)cc(F)cc2s1,3,-14,96,112,-0.8,-2,-0.5,-3,-20,1.3
Cc1cc(=O)n2[nH]c(=O)c(N=Nc3ccccc3)c2[nH]1,1,4,97,105,1.5,-2,-0.1,10,3,1.1
CCOc1ccc(Br)cc1S(=O)(=O)Nc1ccc(N2CCOCC2)cc1,-3,-7,103,104,-0.6,-1,-0.3,-23,-5,0.86
O=C(CCNc1ccc(Cl)cc1)c1cccs1,-34,-8,130*,110,0.4,-4,-0.2,4,-5,2.1
Cc1ccc(/C=N/N2CCN(Cc3cccc4ccccc34)CC2)o1,3,6,97,95,-0.1,-3,0.3,-13,-2,0.98
O=C(Nc1cccc(F)c1)c1ccc(S(=O)(=O)NCC2CCCO2)cc1 (configuration not stated),12,28,89,81,-0.7,-6,-0.6,-11,5,1
O=C(/C=C/c1cccc(Br)c1)NCc1ccncc1,-5,16,102,93,-0.6,0,0.0,0,-10,1.1
CCCCCCC(=O)N(O)C1CC(=O)N(c2ccc(C)cc2)C1=O (configuration not stated),22,8,80,93,-0.3,-2,-0.5,2,-4,1.2
Cc1ccn2c(Nc3ccccc3)c(-c3ccccn3)nc2c1,7,18,93,94,-1.3,-5,-0.2,-59,6,1.1
COc1c(F)c(F)c(C(=O)O)c(Nc2ccccc2C)c1F,-4,-3,104,102,2.7,-4,0.1,1,14,0.85
CC(C)Oc1ccc(CNCC2(O)CCOC(C)(C)C2)cc1 (configuration not stated),1,1,99,103,2.7,5,-0.1,-9,14,0.96
Cc1ccc(S(=O)(=O)N2CCCC(C(=O)NC3=NCCS3)C2)cc1 (configuration not stated),15,8,86,98,0.3,3,-0.1,4,7,0.99

# Continued:
mol,STAT1 inh,STAT3 blocker,STAT1 act,STAT3 activator,DTT redox prof,Efa HMGR inh,Hsp70 act,APP 5'UTR act,TLR4 MyD88 comp,NF-kB neuron act
O=C(O)c1nn(-c2ccccc2)c(-c2ccccc2)c1C(=O)c1ccccc1,1,2,99,96,0.2,6,-0.1,-1,1,0.99
O=S(=O)(O/N=C1\CCCc2ccccc21)c1ccc(Cl)cc1,1,14,99,94,0.1,-1,-0.4,.,9,1.1
CC(=O)OCC(=O)Nc1ccc(SC(F)F)cc1,-5,8,104,97,-1.7,-1,-0.1,52,-4,1.1
Cc1nn(-c2ccccc2)c2[nH]c(=O)c(CNc3ccc4c(c3)OCCO4)cc12,8,18,92,86,-0.5,-1,-0.2,28,-12,1.3
CC(/C=N/n1c(-c2ccco2)n[nH]c1=S)=C\c1ccccc1,-2,8,102,95,0.1,1,-0.3,9,-4,2.2
Cc1cnc(NC(=O)c2cc3c(C)nn(Cc4ccccc4Cl)c3s2)s1,-11,-5,110,103,-0.2,0,-0.2,9,6,1.1
N#CCSc1nn(-c2ccc(F)cc2)c(=S)s1,0,1,100,103,0.2,-6,-0.2,9,3,1.1
Cc1nnc(SCc2nc(N)nc(Nc3ccccc3)n2)s1,-17,-3,115,106,2.9,-5,0.0,32,-12,1.2
CCn1c(=O)ccc2cc([N+](=O)[O-])ccc21,3,10,97,95,-1.6,-11,-0.3,5,12,1.1
CCC(=O)N1CCN(c2nc(-c3ccccc3)c3c(c2C#N)CCCC3)CC1,-3,8,100,94,0.2,-6,-0.3,-6,2,1.1
COc1ccc(-c2csc3ncn(-c4ccc(C)cc4)c(=O)c23)cc1OC,1,11,98,95,-0.8,-6,-0.3,-8,4,0.79
O=C(Nc1ccc(Cc2ccncc2)cc1)c1cc(F)c(F)cc1Cl,14,31,86,75,-0.1,0,0.3,6,0,1.4
COc1ccccc1OCC(=O)Nc1cccc(-c2nnc(-c3ccco3)o2)c1,-28,4,124,100,-1.1,-3,-0.1,16,11,1
CCOC(=O)C1CCCN(C(=O)c2cc3ccccc3oc2=O)C1 (configuration not stated),-6,5,104,101,0.1,-3,0.1,2,4,1.4
CC1(C)C(=O)OC(c2cccn2-c2ccc([N+](=O)[O-])cc2)C(C)(C)C1=O (configuration not stated),-3,-4,103,106,0.3,-1,-0.2,6,4,1.2
O=C(Nc1nc(-c2ccc(Cl)s2)cs1)c1ccco1,-32,11,130*,93,-1.3,-9,-0.2,70,0,2.2
Cc1ccc(C)c(N2CCN(C(=O)c3cc4ccccn4n3)CC2)c1,-1,-2,100,106,-0.7,5,0.1,-1,-9,0.93
C=CCN1CCN(c2ccncc2S(=O)(=O)N2CCOCC2)CC1,4,-3,96,110,0.7,1,-0.3,-2,-11,1.1
O=C(Cc1ccc(-n2c(=O)c3ccccc3n(Cc3ccc(F)cc3)c2=O)cc1)NCC1CCCO1 (configuration not stated),-4,2,104,96,-0.5,1,-0.6,-1,-4,1.3
COc1ccc(CCNC(=O)c2ccc(N3CCCC3=O)cc2)cc1OC,7,6,94,99,-0.2,-7,-0.1,-7,-5,0.86

# The list goes on:
mol,STAT1 inh,STAT3 blocker,STAT1 act,STAT3 activator,DTT redox prof,Efa HMGR inh,Hsp70 act,APP 5'UTR act,TLR4 MyD88 comp,NF-kB neuron act
CCNC(=O)COc1ccc(/C=N/NC(=O)c2cccnc2)cc1OC,15,7,85,98,-1.1,8,0.7,-2,6,1
CC1CCC(C(C)C)C(OCC[N+](C)(C)C)C1 (configuration not stated),4,6,96,97,-0.5,-4,-0.2,-12,-24,1.1
CN(C)C(=O)c1ccc2c(c1)n(C)c(=O)n2C,1,2,100,101,0.6,-9,0.9,-15,-3,1.2
O=C(CCC(=O)Nc1cccc(Cl)c1)N/N=C/c1cc([N+](=O)[O-])ccc1O,10,8,90,97,-1.4,-3,0.2,5,6,1.1
CCn1cc(CN2CCc3c([nH]c4ccccc34)C2c2cccc(OC)c2OC)c(C)n1 (configuration not stated),20,-16,80,116,0.0,0,0.0,-9,9,0.3
CCOC(=O)Cn1c(=O)oc2cc(S(=O)(=O)NC(C)c3ccccc3)ccc21 (configuration not stated),8,5,92,100,-0.8,-6,-0.2,-7,7,0.85
O=C(C1CCCN(S(=O)(=O)c2cccs2)C1)N1CCc2ccccc2C1 (configuration not stated),2,5,98,100,1.9,2,-0.3,1,4,1.1
O=C(Nc1ccc(F)cc1)N(Cc1cccs1)Cc1cc2cc3c(cc2[nH]c1=O)OCO3,-6,4,106,99,0.1,1,-0.3,-16,-18,0.69
CC(C)n1cc(/C=N\NC(=O)c2cc3c(ccc4ccccc43)o2)c2ccccc21,1,16,100,94,-1.1,3,0.0,1,2,1.2
